KAT2A inh – inhibitors of human GCN5L2 histone acetyltransferase; 390,000 compounds, 0.21% hits; Potency, µM (top dose mostly 58.9 µM), inactives show at the top dose activity change, negative = inhibition, hits mostly inhibitors; GCN5L2 HAT assay, ThioGlo1 CoA-SH fluorescence; Q92830
Target sequence (Q92830 whole entry, looked up): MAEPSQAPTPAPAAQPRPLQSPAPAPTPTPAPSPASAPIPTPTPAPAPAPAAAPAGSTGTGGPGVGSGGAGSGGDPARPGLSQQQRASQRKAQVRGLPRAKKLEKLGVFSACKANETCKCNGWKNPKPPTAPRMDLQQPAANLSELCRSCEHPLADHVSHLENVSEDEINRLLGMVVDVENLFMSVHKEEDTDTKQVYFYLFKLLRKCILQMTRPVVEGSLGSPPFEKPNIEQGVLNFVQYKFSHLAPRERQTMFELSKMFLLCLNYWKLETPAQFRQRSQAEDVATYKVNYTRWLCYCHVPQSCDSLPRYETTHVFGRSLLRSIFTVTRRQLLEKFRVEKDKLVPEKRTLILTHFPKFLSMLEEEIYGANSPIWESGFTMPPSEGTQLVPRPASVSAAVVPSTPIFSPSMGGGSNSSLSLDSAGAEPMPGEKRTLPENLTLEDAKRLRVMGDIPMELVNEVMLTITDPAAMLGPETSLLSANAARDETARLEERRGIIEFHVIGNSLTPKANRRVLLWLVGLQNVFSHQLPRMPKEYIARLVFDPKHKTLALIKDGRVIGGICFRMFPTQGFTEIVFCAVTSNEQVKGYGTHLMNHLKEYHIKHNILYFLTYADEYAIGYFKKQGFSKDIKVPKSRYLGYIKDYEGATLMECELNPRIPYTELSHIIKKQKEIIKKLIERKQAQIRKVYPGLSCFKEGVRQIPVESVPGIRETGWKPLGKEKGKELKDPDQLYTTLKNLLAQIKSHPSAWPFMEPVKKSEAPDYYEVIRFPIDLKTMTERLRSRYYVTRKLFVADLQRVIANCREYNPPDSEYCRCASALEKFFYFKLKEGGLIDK
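Enzyme at 20nM final was mixed with library compounds for 15 min at room temperature. Peptide H3(1-25) at 75uM, acetyl-CoA at 70uM and ThioGlo1 at 50uM were then added. Plates were read immediately and after 20 min (Ex340nm/Em540nm).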
FEN1 inh – blocks human flap endonuclease 1; P39748; Recombinant FEN1 flap cleavage, fluorescence, 15 min; Potency, µM (titrated, usually from 114 µM), inactives show top-dose activity change, negative = inhibition, most hits filed as inhibitors; 390,000 compounds, 0.35% hits; further: nearly all actives have a fitted effect of over 65% in size
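Reaction started by adding substrate (50 nM final) to 10 nM enzyme after 15 min room-temperature compound preincubation. Reads at 0 and 15 min, with data normalized and fitted to a four-parameter Hill equation.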
N370S GC – inhibits or activates N370S mutant glucocerebrosidase. Potency, µM (titrated, usually from 59.4 µM), inactives show at the highest dose activity change, negative = inhibition, most hits filed as inhibitors. 330,000 compounds, 0.092% hits. N370S GC spleen homogenate, 4MU-glucoside fluorescence;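 further: 0% = full enzyme activity and -100% = no enzyme basal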
Active calls of the source: *; ? = inconclusive; · = not tested or not shown; & = joins results of further samples; [ ] = another dose, or the depositor's remark. The call rests on the fitted dose curve; in most records, active means well fitted curve in the direction sought with a large enough effect; inconclusive means small, poorly fitted or top-dose-only effect, or another doubt; inactive means no such curve, though single readings can be large; an effect the other way counts as inactive or inconclusive. Unless noted, on the % scale 0 is the no-effect control and ±100 the full control effect; potency means the concentration at half of the fitted maximal effect.

Sample of the layout (three entries):
SMILES	KAT2A inh	FEN1 inh	N370S GC
CNCC1(c2ccccc2)CCCC1	-1%	8%	3%
CC(n1cc(C[C@H](N)C(=O)O)c2ccccc21)n1cc(C[C@H](N)C(=O)O)c2ccccc21	-30%	·	?
CCN(CC)C(=O)c1ccc(NC(=O)CN2CCc3cc(OC)c(OC)cc3C2)cc1	-9%	0%	-11%

Main list (from the top)
SMILES	KAT2A inh	FEN1 inh	N370S GC
CNCC1(c2ccccc2)CCCC1	-1%	8%	3%
CC(n1cc(C[C@H](N)C(=O)O)c2ccccc21)n1cc(C[C@H](N)C(=O)O)c2ccccc21	-30%	·	?
CCN(CC)C(=O)c1ccc(NC(=O)CN2CCc3cc(OC)c(OC)cc3C2)cc1	-9%	0%	-11%
Cc1cccc(OCC(=O)N2CCN(Cc3ccncc3)CC2)c1	-4%	11%	-8%
CC(=O)N1CCC(N2CCCC(C(=O)c3cccc(Cl)c3)C2)CC1 (stereo not drawn)	15%	-4%	-3%
CCOc1ccccc1-n1c(O)c(C=NCCCN(CC)CC)c(=O)[nH]c1=O	-2%	8%	3%
O=C1OCCN1P(=O)(c1ccccc1)c1ccccc1	-1%	-1%	1%
C[C@]12C[C@@H](O)[C@H](O)CC1=CCC1C2CC[C@@]2(C)C1CC[C@@H]2O (stereo partly drawn)	-7%	9%	·
O=C(c1cccn2c(=O)c3cc(Br)ccc3nc12)N1CCC2(CC1)OCCO2	?	5%	8%
C=CCN1CC[C@]23CCCCC2[C@H]1Cc1ccc(O)cc13 (stereo partly drawn)	-4%&1%	·	-4%&0%
CCn1c(O)c(/C=N/NC(=O)c2ccccc2)c(=O)[nH]c1=S	-12%	-3%	-8%
CCN(CC)P(=O)(Oc1cccc(C)c1)N(CC)CC	-3%	-2%	7%
Cc1ccc(NP(=O)(c2ccccc2)c2nc3ccccc3s2)cc1 (stereo not drawn)	-3%	2%	?
c1ccc(CNC2=NCCS2)cc1	-12%	1%	3%
COc1ccc2c3c1O[C@H]1[C@@H](O)C=C[C@H]4C(C2)NCCC341 (stereo partly drawn)	-3%	·	-2%
CCOC(=O)C(O)(c1ccc(N(CC)C(=O)COc2ccccc2)cc1)C(F)(F)F (stereo not drawn)	0%	2%	-12%
Cn1cccc1/C=C1\C(=O)NC(=O)N(CCC2=CCCCC2)C1=O	40%[activator]	-14%	6%
CCOP(=O)(OCC)c1nc(-c2cccc3ccccc23)oc1NCCc1ccc(OC)cc1	-20%	-11%	?
N=C(N)c1c(O)n(C2CCCCC2)c(=O)n(C2CCCCC2)c1=O	-3%	-21%	-8%
Cc1ccccc1-c1nn2c(=O)cc(CN3CCN(C(=O)COc4ccccc4Cl)CC3)nc2s1	-3%	-8%	·
Cc1c(C=O)c2ccccc2n1Cc1ccc(F)cc1	-3%	-4%	-8%
CNc1cc(N2CCNCC2)ccc1[N+](=O)[O-]	-12%	16%	0%
COc1ccc2c(c1OC)C(=O)O[C@H]2[C@@H]1c2cc3c(cc2CCN1C)OCO3	1%&0%	-12%	-9%
CCCC/C(=N/O)c1c(C)[nH]c2ccccc12	-1%	4%	-11%
O=C(Nc1ccccn1)NC12CC3CC(CC(C3)C1)C2	-8%	-3%	?
CN1CN=C(N[N+](=O)[O-])N(Cc2ccco2)C1	-2%	-1%	6%
CN(C(=O)Cc1ccc(Cl)c(Cl)c1)[C@H](CN1CCCC1)c1ccccc1	7%	·	?
Cc1ccc2cc(CNCCc3ccccc3C)c(=O)[nH]c2c1	0%	6%	-5%
C[C@@H](COc1ccccc1)N(CCCl)Cc1ccccc1	-5%[21.4 µM]	·	0%[21.6 µM]
c1ccc2c(CCNC3CCCCC3)c[nH]c2c1	-9%	-3%	-2%

In the list so far, these have a Cl atom:
SMILES	KAT2A inh	FEN1 inh	N370S GC
CC(=O)N1CCC(N2CCCC(C(=O)c3cccc(Cl)c3)C2)CC1 (stereo not drawn)	15%	-4%	-3%
Cc1ccccc1-c1nn2c(=O)cc(CN3CCN(C(=O)COc4ccccc4Cl)CC3)nc2s1	-3%	-8%	·
CN(C(=O)Cc1ccc(Cl)c(Cl)c1)[C@H](CN1CCCC1)c1ccccc1	7%	·	?
C[C@@H](COc1ccccc1)N(CCCl)Cc1ccccc1	-5%[21.4 µM]	·	0%[21.6 µM]

Following part
SMILES	KAT2A inh	FEN1 inh	N370S GC
Cc1ccc(-n2c(O)c(/C=N/N3CCCCCC3)c(=O)[nH]c2=O)cc1C	-3%	-8%	17%
Fc1ccc(CCNCc2ccc(Cl)c(Cl)c2)cc1	-7%	-7%	-4%[12.8 µM]
CCCCn1c(=O)c(C(=O)Nc2ncccc2C)c(O)c2ccccc21	-8%	-1%	7%
COc1cccc(C(=O)N2C[C@H]3C[C@@H](C2)c2cccc(=O)n2C3)c1	-3%	22%	-28%
COC(=O)/C(C)=C\CC12OC(C)(C)C3CC(C=C4C(=O)c5c(OC)c6c(c(CC=C(C)C)c5OC431)OC(C)(CCC=C(C)C)C=C6)C2=O (stereo not drawn)	-27%	·	-13%
Cc1cc(OCC(=O)NC(Cc2ccc(Cl)cc2)C(=O)O)c2c3c(c(=O)oc2c1)CCCC3 (stereo not drawn)	-14%	1%	28%
Cc1nn(CC(C)C)c(Cl)c1C(=O)NC1CCCCC1	-4%	3%	2%
CC(C)=CCCC1(C)C=Cc2c(O)c3c(c(CC=C(C)C)c2O1)OC12C(=CC4CC1C(C)(C)OC2(C/C=C(/C)C(=O)O)C4=O)C3=O (stereo not drawn)	32µM*	·	-7%
Cc1sc(-n2c(C)cc(C=C3C(=O)NC(=O)NC3=O)c2C)c(C#N)c1C	28%	9%	1%
COc1ccc(OC)c(-n2c(O)c(C=NCCN3CCNCC3)c(=O)[nH]c2=S)c1	12%	-6%	2%
Cc1cccc(CN2CCN(c3ccc(Cl)cc3)CC2)c1	-2%	10%	-4%
CCOC(=O)C1C2NC(=O)N(Cc3ccccc3)C1(C)Oc1c(OC)cccc12 (stereo not drawn)	-6%	0%	5%
C=CCN1CCC2(C)c3cc(O)ccc3CC1[C@@H]2C (stereo partly drawn)	-22%	·	9%
Cc1ccc(N(C)C(=O)Oc2cccc3cccnc23)cc1	-4%	-16%	1%
CC(=O)c1cn(Cc2ccccc2F)c2ccccc12	-17%	-3%	-4%
O=[N+]([O-])c1ccc(N2CCNCC2)c2ncccc12	-3%	·	-3%
CCOC(=O)c1c(C=O)c2ccccc2n1Cc1ccccc1F	1%	-2%	-1%
COC1=C(OC)[C@]23CCc4ccc(OC)c(OC)c4[C@]2(CCN3C)CC1=O	-3%	11%	·
c1ccc2[nH]c(CCNC3CCCCC3)nc2c1	-3%	7%	2%
CCc1cc2c(s1)NC(=O)CN=C2c1cccs1	-1%	-7%	-12%
Cc1ccc(NC(=O)N(Cc2ccc3c(c2)OCO3)C2CCN(Cc3ccccc3)CC2)cc1Cl	-12%	2%	·
N#CCCn1cc(C(=O)NCc2ccccc2)c(-c2ccccc2)n1	3%	-3%	9%
N[C@@H](CCl)C(=O)O	2%	-3%	-1%
CCC(=O)O[C@@H]1[C@@H](OC(C)=O)[C@@]2(O)C(C[C@H](O)C2(C)C)[C@](C)(O)[C@H]2CC[C@@H]3[C@@H](O)[C@]12C[C@@]3(C)O (stereo partly drawn)	-3%	4%	1%
CN1C(=O)NC(=O)[C@]2(Cc3ccccc3N3CCN(c4ccccc4)CC32)C1=O (stereo partly drawn)	-7%	-8%	3%
Cc1cc(-n2c(/C=C/c3cccs3)nc3ccccc3c2=O)ccc1Br	-7%	-1%	·
CC(C)COC(=O)c1ccccc1C(=O)OCC(C)C	-26%	8%	24%&11%
C[N+]1(C)C2CCC1CC(OC(=O)C(CO)c1ccccc1)C2 (stereo not drawn)	1%&-3%&-12%	1%	-2%&3%&13%
CCOc1cc2c(cc1OCC)-n1cccc1C(c1ccc(C)cc1C)NC2 (stereo not drawn)	-1%	-11%	-12%
CCOC(=O)Cn1cc([N+](=O)[O-])nc1[N+](=O)[O-]	-11%	13%	-5%
O=C(Cc1ccccc1)N1CCN(C/C=C/c2ccccc2)CC1	-2%	-4%	?
C=C(C)[C@H]1C2C(=O)O[C@H]1[C@H]1OC(=O)[C@@]34O[C@@H]3C[C@]2(O)[C@@]14C	-14%	·	-1%&5%
COCC(C)OC(=O)c1c(N)n(Cc2ccco2)c2nc3ccccc3nc12 (stereo not drawn)	-10%	0%	?
CC1CN=C(Nc2ccc(N(C)C)cc2)S1 (stereo not drawn)	-3%	-12%	-3%
COc1ccc(N2C(=O)CC(N3CC=C(c4ccccc4)CC3)C2=O)cc1 (stereo not drawn)	-18%	1%	-2%
Cn1ccnc1	-2%	?	3%
O=P(O)(O)CCCl	3%	·	10%
COCCCn1c(-c2ccc(OC)cc2)cc(C(=O)NC2CCCCCCC2)c1C	-13%	-1%	?
Cc1ccc(NC(=O)Cn2cc(C(=O)c3ccccc3)c3ccccc32)c(C)c1	-16%	-14%	·
COc1ccc(-n2c(O)c(C=NCc3ccc4c(c3)OCO4)c(=O)[nH]c2=O)cc1	-9%	0%	10%

Look-ups from the results shown.
`COc1ccc(N2C(=O)CC(N3CC=C(c4ccccc4)CC3)C2=O)cc1` (stereo not drawn) – FEN1 inh: 1%
`C=C(C)[C@H]1C2C(=O)O[C@H]1[C@H]1OC(=O)[C@@]34O[C@@H]3C[C@]2(O)[C@@]14C` – KAT2A inh: -14%
`COCC(C)OC(=O)c1c(N)n(Cc2ccco2)c2nc3ccccc3nc12` (stereo not drawn) – FEN1 inh: 0%
`CC1CN=C(Nc2ccc(N(C)C)cc2)S1` (stereo not drawn) – N370S GC: -3%
`O=P(O)(O)CCCl` – KAT2A inh: 3%
`Cn1ccnc1` – N370S GC: 3%
`Cc1ccc(NC(=O)Cn2cc(C(=O)c3ccccc3)c3ccccc32)c(C)c1` – KAT2A inh: -16%

Carrying on:
SMILES	KAT2A inh	FEN1 inh	N370S GC
O=c1[nH]c(=O)n(-c2cccc(Cl)c2)c(O)c1C=NCCN1CCCCC1	-1%	0%	12%
C1CCC2S[C@H]3CCCCC3NC2C1 (stereo partly drawn)	1%	10%	8%
O=C(Nc1ccc2c(c1)OCCO2)c1cccn(Cc2cccc(F)c2)c1=O	-5%	?	·
O=S(=O)(O)c1cc(O)ccc1O	-4%	21%	-6%
CC(C(=O)N1CCC2(CC1)OCCO2)C1Sc2ccccc2NC1=O (stereo not drawn)	2%	1%	1%
Cc1cccc(NC(=O)N2CC3CC(C2)c2cccc(=O)n2C3)c1 (stereo not drawn)	?	-11%	-7%
COC(=O)C1=C(c2ccc(OC)c(OC)c2)C[C@@H]2CC[C@H]1N2C(=O)NCc1cc(C)oc1C(F)(F)F	0%	-3%	·
CC(=O)c1cccc(OCC(=O)N2CCN(CC(=O)Nc3cccc(F)c3)CC2)c1	1%	0%	·
CN(C)C=C1C(=O)N(C2CCCCC2)C(=O)N(C2CCCCC2)C1=O	-7%	-15%	-10%
CN1c2ccc([N+](=O)[O-])cc2CC2(C(=O)NC(=O)N(c3ccccc3)C2=O)C1c1ccccc1 (stereo not drawn)	31%[activator]	3%	1%
O=c1c2cc(Br)ccc2[nH]c(=S)n1-c1ccccc1	-3%	-1%	5%
O=C1NC(=O)C(=Cc2cc(Cl)ccc2OCc2ccc(C(=O)O)cc2)C(=O)N1	-1%	?	10%
Cc1cc(=O)oc2cc(OCC(=O)N3CCC(C(=O)O)(c4ccccc4)CC3)ccc12	-5%	4%	-10%
Cc1cccc(CN2CCCN(Cc3ccc(Cl)cc3)S2(=O)=O)c1	1%	2%	-20%
OCCCCO	-14%	-4%	11%
CCN1C(=O)C(=C2C=C(C)N(Cc3ccco3)C(C)=C2)C(=O)N(CC)C1=S	-6%	-10%	-8%
CN(C)/C=C1/C(=O)NC(=O)N(CCNc2ncc(C(F)(F)F)cc2Cl)C1=O	4%	-12%	3%
Fc1ccc(Cn2nnnc2CN2CCC(n3nnc4cc(C(F)(F)F)ccc43)CC2)cc1	-2%	-21%	-14%
Cc1cc(N2C(=O)C3CCCN3C2c2sccc2C)no1 (stereo not drawn)	-9%	-2%	9%
CC(=O)O[C@H]1C(=O)[C@@]2(C)C([C@H](OC(=O)c3ccccc3)[C@]3(O)C[C@H](O)C(C)=C1C3(C)C)[C@]1(OC(C)=O)CO[C@@H]1C[C@H]2O (stereo partly drawn)	-5%	7%	-1%
CCC12CN3CC(CC)(CN(C1)C3c1c(C)[nH]c(=O)[nH]c1=O)C2=O (stereo not drawn)	-7%	-6%	·
CCC(=Nc1ccc(OC)cc1OC)c1c(O)n(C2CCCCC2)c(=O)[nH]c1=O	-10%	-18%	?
CCC(=NC(C)c1ccccc1)c1c(O)[nH]c(=O)[nH]c1=O (stereo not drawn)	24%	2%	0%
Cc1ccc(S(=O)(=O)N(c2cc(Cl)c(O)c(Cl)c2)P(=O)(OC(C)C)OC(C)C)cc1	-3%	9%	-5%
Cc1cc(OCC(=O)N2C[C@H]3C[C@@H](C2)c2cccc(=O)n2C3)c2c(C)c(C)c(=O)oc2c1	-18%	1%	-6%
c1cncc(C2CCCCN2Cc2ccc3c(c2)OCO3)c1 (stereo not drawn)	-1%	-4%	3%
CCOC(=O)C1CCN(/C=C2\C(=O)NC(=S)N(CC)C2=O)CC1	-3%	38%[activator]	0%
Cn1cnc(CCN)c1	-3%	2%	6%
COc1ccc(CN2C(=O)CC(=O)NC2=S)cc1	-7%	-8%	2%

From PubChem

These rows are one share of the data. The share of hits here may be higher or lower than overall.
